From PubChem
LYPLA2 inh = LYPLA2 inhibitors, primary screen, counter-screen for PME1 inhibitor project, biochemical, fluorescence polarization, FP-Rh probe ABPP | inhibition, % at 5.9 µM | AID 2177, 2009 | Acyl-protein thioesterase 2 (Homo sapiens), O95372 | recombinant LYPLA2 | 320,000 tested, 0.38% active;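 active = inhibition above the screen-wide mean plus 3 SD, limit set per campaign, cut at about 26% in these data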;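 note: 0% = LYPLA2 with DMSO and 100% = wells lacking LYPLA2 enzyme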
Target sequence (O95372 whole entry, looked up): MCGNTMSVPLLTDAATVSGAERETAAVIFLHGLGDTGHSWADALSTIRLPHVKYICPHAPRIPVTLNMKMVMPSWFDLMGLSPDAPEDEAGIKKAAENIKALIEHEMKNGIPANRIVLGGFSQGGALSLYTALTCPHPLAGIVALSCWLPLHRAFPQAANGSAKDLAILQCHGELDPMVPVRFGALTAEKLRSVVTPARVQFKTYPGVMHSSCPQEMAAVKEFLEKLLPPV
Efflux pump mplx = inhibitors of Candida efflux pumps in yeast, primary screen, S. cerevisiae, Nile Red, multiplex; S. cerevisiae Candida pump triplex; inhibition, % at 10 µM; 330,000 tested, 0.44% active;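 active = plate passing quality check with inhibition over a set limit, or well fluorescence over plate mean plus 4 SD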;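 note: Nile Red retained in pooled yeast measured as flow cytometry median fluorescence; 0% = buffer negative control and 100% = Enniatin B positive control; higher means more Nile Red kept so more efflux inhibition; some compounds called inactive have numbers as strong as hits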
Fh CTSL1 inh = Fasciola hepatica cathepsin L1 inhibitors, primary screen, counter-screen for PFM18AAP inhibitor project, biochemical, QFRET, fluorogenic peptide substrate. 300,000 tested, 0.49% active. recombinant F. hepatica cathepsin L1, Z-Leu-Arg-MCA fluorescence. inhibition, % at 5.96 µM. AID 1906, 2009;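 active = inhibition above the mean of all tested compounds plus 3 SD, set per screening campaign, cut at about 17% in these data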;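 note: 0% = plate median of test compound wells and 100% = 1 µM Z-Phe-Ala-diazomethylketone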
HCV core dimer = inhibitors of HCV core protein dimerization, primary screen, biochemical, TR-FRET, high-throughput. TR-FRET GST/Flag-core106 dimerization, 1536-well. inhibition, % at 5 µM. 300,000 tested, 0.33% active;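 active = inhibition above the mean of all tested compounds plus 3 SD, set per screening campaign, cut at about 45% in these data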
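test system = GST/Flag-tagged HCV core106 proteins | probe or stimulus = Eu donor and XL665 acceptor anti-tag antibodies | times = compound-protein-antibody incubation 4 h at 22.5 °C | signal = TR-FRET, excitation 340 nm, emission 617 and 671 nm | measure = percent inhibition of core106 dimerization signal | controls = wells lacking GST-core106 and wells with excess unlabelled core106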
PP1 counter = PP1-alpha phosphatase inhibitors, primary screen, counter-screen for PP5 inhibitor project, biochemical, fluorescence, OMFP substrate, single point | inhibition, % at 6.7 µM | 320,000 tested, 0.9% active | purified PP1alpha | Serine/threonine-protein phosphatase PP1-alpha catalytic subunit (Homo sapiens), P62136;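 active = inhibition above the mean inhibition of all tested compounds plus 3 SD, computed separately for each screening campaign, cut at about 15% in these data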
Target sequence (P62136 whole entry, looked up): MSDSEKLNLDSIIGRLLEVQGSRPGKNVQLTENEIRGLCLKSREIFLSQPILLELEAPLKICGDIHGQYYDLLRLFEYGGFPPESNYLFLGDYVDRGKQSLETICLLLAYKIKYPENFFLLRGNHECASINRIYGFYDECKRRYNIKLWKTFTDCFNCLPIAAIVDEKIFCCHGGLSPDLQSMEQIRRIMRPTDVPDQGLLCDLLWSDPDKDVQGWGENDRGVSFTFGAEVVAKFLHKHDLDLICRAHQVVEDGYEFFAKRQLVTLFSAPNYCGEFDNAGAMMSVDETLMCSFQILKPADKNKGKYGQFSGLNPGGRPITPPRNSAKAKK
PREPL inh = PREPL enzyme inhibitors, primary screen, biochemical, fluorescence polarization; Prolyl endopeptidase-like (Homo sapiens), Q4J6C6; recombinant PREPL, fluorescence polarization activity-based probe; inhibition, % at 5.96 µM; 320,000 tested, 0.68% active; AID 2751, 2010; in the data active = inhibition above about 43%;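 note: 0% = enzyme with DMSO and 100% = wells lacking enzyme; many of its hits are not listed in these tables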
TPT1 inhibitor = Candida albicans TPT1 enzyme inhibitors, primary screen, biochemical, fluorescence polarization; tRNA 2'-phosphotransferase TPT1 (Candida albicans SC5314); recombinant caTPT1, FP RNA substrate dephosphorylation; inhibition, % at 5 µM; 300,000 tested, 0.81% active;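 active = inhibition above the mean of all tested compounds plus 3 SD, set per screening campaign, cut at about 24% in these data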;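 note: plate controls were DMSO alone for no effect and ferristatin control at 100 nM for full effect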
PP5 inh = PP5 phosphatase inhibitors, primary screen, biochemical, fluorescence. Serine/threonine-protein phosphatase 5 (Homo sapiens), P53041. purified PP5c, OMFP substrate fluorescence. inhibition, % at 6.7 µM. 320,000 tested, 0.18% active. AID 1987, 2009;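 active = inhibition above the campaign's mean inhibition across all tested compounds plus 3 SD, cut at about 9.5% in these data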;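 note: 0% = DMSO only and 100% = 100 µM cantharidin control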
GASC-1 inh = inhibitors of GASC-1 histone demethylase, primary screen, biochemical, fluorescence, DELFIA europium; Lysine-specific demethylase 4C (Homo sapiens), Q9H3R0; GST-JMJD2C(1-420) H3K9me3 demethylation; inhibition, % at 2.35 µM; 330,000 tested, 0.069% active;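 active = more than half of a compound's replicate wells show inhibition beyond 50%, single wells judged on their own value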;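 note: signal counts dimethyl H3K9 product captured on neutravidin plate; 0% = median of DMSO wells and 100% = 0.3 times that DMSO median; strong numbers were not always called active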
Target sequence (Q9H3R0 1-420 limits assumed): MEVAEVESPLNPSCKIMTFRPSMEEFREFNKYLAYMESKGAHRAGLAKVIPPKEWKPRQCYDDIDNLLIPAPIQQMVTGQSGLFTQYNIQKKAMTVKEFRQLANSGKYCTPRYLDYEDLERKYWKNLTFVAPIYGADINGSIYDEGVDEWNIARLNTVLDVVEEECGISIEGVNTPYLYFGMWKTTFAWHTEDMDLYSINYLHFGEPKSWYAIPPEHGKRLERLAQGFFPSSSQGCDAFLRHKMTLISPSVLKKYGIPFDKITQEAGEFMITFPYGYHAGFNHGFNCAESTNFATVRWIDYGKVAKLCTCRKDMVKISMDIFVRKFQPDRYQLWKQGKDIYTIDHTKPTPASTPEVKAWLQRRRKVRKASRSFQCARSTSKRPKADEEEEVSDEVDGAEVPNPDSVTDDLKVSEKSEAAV
The depositor's hits bear a star; x = no result given. The list is partial; rates above refer to the full screens.

SMILES	LYPLA2 inh	Efflux pump mplx	Fh CTSL1 inh	HCV core dimer	PP1 counter	PREPL inh	TPT1 inhibitor	PP5 inh	GASC-1 inh
Cc1ccc(NCc2ccccc2)cc1	-1	0.0	-3	-8	-2	7	-2	-0.6	1
COCCN1C(=O)N[C@@H](CCc2ccccc2)[C@@H](C(=O)OC)[C@H]1C	1	0.0	0	8	0	13	-3	-0.4	4
COc1ccccc1NC(=O)CSC1=NC(=O)C(NC(C)=O)C(=O)N1 (stereo not given)	2	0.0	1	-4	0	2	3	0.0	-16
CCOC(=O)CC(=O)CSc1nccc(-c2cccnc2)n1	-2	0.0	-2	4	1	0	0	1.2	-2
COC(=O)c1ccc(Cl)c(NC(=O)CN2CCC(C)CC2)c1	-3	0.1	1	2	1	-9	-2	3.9	4
COc1ccc(C(=O)NCc2cn3c(C)csc3n2)cc1OC	5	0.0	-5	2	-5	5	-2	0.9	7
COc1cccc(NC(=O)C2CCC(CNS(=O)(=O)c3cccc4cccnc34)CC2)c1 (stereo not given)	2	-0.4	-2	5	3	0	-4	0.1	4
CCN(CC)S(=O)(=O)c1ccc(NN=C2CCN(C)CC2)c([N+](=O)[O-])c1	-2	0.0	1	-1	-2	1	-3	0.2	48
Cc1ccc2cc(-c3noc(C4CCCO4)n3)c(=O)[nH]c2c1 (stereo not given)	4	-0.1	5	4	3	-3	-3	3.4	2
CCn1nccc1C(=O)Nc1ccc(Cl)cc1Cl	6	0.1	-5	4	6	9	0	3.2	-5
COC(=O)c1ccc(NN=Nc2ccc(C)cc2)cc1	-7	-0.2	-1	3	-1	11	4	-0.8	9
COc1cccc(N2CCN(C(=O)CN(C)S(=O)(=O)c3ccc4c(c3)CCC(=O)N4)CC2)c1	15	-0.1	-4	-17	0	12	0	5.0	-1
CC1CCCN(C(=O)C2CCN(C(=O)Nc3ccccc3)CC2)C1 (stereo not given)	-4	-0.1	x	x	-5	-1	x	-2.3	x
O=C(NCCCN1CCN(c2cccc(Cl)c2)CC1)c1cccc(N2CCCC2=O)c1	27*	0.2	-2	1	-6	21	2	-0.1	6
CCOC(=O)CSc1nc2ccccc2n1C(=O)OCC	-8	-0.1	1	6	1	-1	39*	0.8	0
CC(=O)NCCC(=O)NCc1ccc(F)cc1	-3	0.4	-5	9	19*	2	0	-0.5	4
CC(C)[C@H](NC(=O)NCCC1=CCCCC1)C(=O)O	-5	0.4	0	-4	-1	6	2	-1.9	-14
C/C(Cc1ccccc1)=N\NC(=O)CNC(=O)Cc1ccccc1	-8	0.1	-1	-5	-5	8	-3	0.8	10
COc1ccc2[nH]c(=O)c(CN(CCO)S(=O)(=O)c3ccc4c(c3)OCCO4)cc2c1	3	-0.1	0	1	3	-2	3	1.3	7
O=[N+]([O-])c1ccc(N2CCN(C(=S)NCc3ccc(Cl)cc3)CC2)cc1	28*	-0.2	2	3	-1	-83	-1	-0.9	2
O=C1CN(C(=O)c2c(F)cccc2F)C(c2ccc(F)cc2)c2cc(F)ccc2N1 (stereo not given)	12	-0.2	-6	2	-1	9	-3	0.0	-6
Cn1ccnc1SCC(=O)N(C1CCCCC1)C1CCCCC1	-3	0.0	0	0	-1	-2	2	-1.0	32
CC(=O)Nc1ccc(S(=O)(=O)NCc2ccc(C(=O)NCCN3CCCCCC3)cc2)cc1	2	0.0	-2	-4	5	-12	-2	-0.3	-47
COc1ccc2c(c1)c(C(C)=O)c(C)n2C	4	-0.2	3	-5	-1	4	-2	-0.3	-7

Complete entries from above:
CC(=O)NCCC(=O)NCc1ccc(F)cc1 in the list: LYPLA2 inh = -3; Efflux pump mplx = 0.4; Fh CTSL1 inh = -5; HCV core dimer = 9; PP1 counter = 19*; PREPL inh = 2; TPT1 inhibitor = 0; PP5 inh = -0.5; GASC-1 inh = 4
C/C(Cc1ccccc1)=N\NC(=O)CNC(=O)Cc1ccccc1 in the list: LYPLA2 inh = -8; Efflux pump mplx = 0.1; Fh CTSL1 inh = -1; HCV core dimer = -5; PP1 counter = -5; PREPL inh = 8; TPT1 inhibitor = -3; PP5 inh = 0.8; GASC-1 inh = 10

(listing goes on)
SMILES	LYPLA2 inh	Efflux pump mplx	Fh CTSL1 inh	HCV core dimer	PP1 counter	PREPL inh	TPT1 inhibitor	PP5 inh	GASC-1 inh
CCCCCCNC(=O)C(C(=O)OCC)C1CCCCC1 (stereo not given)	0	0.2	1	4	4	8	-3	1.7	6
COc1ccc(OC)c2c(C)cc(C)nc12	1	0.2	-1	-3	-1	16	3	-0.5	-9
Cc1nc2sc(C(c3cccs3)N3CCC(C(N)=O)CC3)c(O)n2n1 (stereo not given)	4	-0.1	-4	-9	2	-1	1	3.1	-2
COc1cc(COCC(O)CN2CCN(Cc3ccccc3)CC2)cc(OC)c1OC (stereo not given)	2	0.0	-1	-5	-4	13	-3	0.4	7
COc1cc(NC(=O)C2C3C=CC(C3)C2C(=O)O)ccc1NC(=O)c1ccccc1 (stereo not given)	-2	0.0	1	-1	-1	1	-2	2.5	-1
CC(=O)OCn1ncc(N2CCOCC2)c(Br)c1=O	5	0.0	-14	2	1	3	-3	-0.8	-15
Cc1ccc(-c2nc(CS(=O)CC(=O)NC3CCCCC3)c(C)o2)cc1 (stereo not given)	5	0.1	-1	-3	-3	2	-3	-2.5	0
O=C(N[C@@H](Cc1ccccc1)C(=O)O)c1cccnc1	2	0.0	-2	-1	-2	-9	-4	0.2	6
CC1CCN(CC(O)COC2CCC(C(C)(C)C)CC2)CC1 (stereo not given)	10	0.1	1	-4	-5	-10	0	4.1	x
Cc1nc2ccc(Nc3nc4cc(S(=O)(=O)N5CCOCC5)ccc4o3)cc2s1	-16	-0.2	8	3	4	27	9	-0.9	-12
Cc1cc(NC(=O)c2ccc3c(c2)C(=O)N(c2cccc(C)c2C)C3=O)no1	3	-0.1	-1	1	-1	3	4	2.0	-3
CCOC(=O)C(C)Oc1ccc(OCc2ccccc2)cc1 (stereo not given)	5	0.1	-2	4	-7	2	-3	0.2	7
CC(C)c1ccc(/C=C/C(=O)Nc2ccc(CN3CCOCC3)cc2)cc1	-2	0.0	-1	1	2	-2	-6	3.2	0
O=C(c1ccccc1F)N1CCN(c2cccc(C(F)(F)F)c2)CC1	-1	0.0	1	0	3	7	2	6.9	5
CCCCC(CCC(=O)O)(C(=O)OCC)c1csc(Nc2ccccc2)n1 (stereo not given)	-9	0.1	-6	1	-8	0	1	2.4	-2
COc1ccc(OC)c(C2=NS(=O)(=O)N(C)C(C(=O)N3CCC4(CC3)OCCO4)=C2)c1	2	0.1	-1	-5	-5	10	-4	2.1	-17
CC(=O)Nc1ccc(N=C(C2=C(O)c3ccccc3C2=O)c2ccccc2)cc1	-8	0.2	4	4	0	6	5	4.0	2
O=C(Nc1ccccc1-c1ccccc1)C1CCC1	-6	-0.1	5	0	-3	-4	5	-0.8	-26
CCCOc1ccc(CNC(=O)Cn2c(=O)oc3ccccc32)cc1	1	0.0	5	2	-3	3	0	2.0	-11
N=c1n(N)c2ccccc2n1CC(=O)c1ccc(Br)cc1	1	-0.1	0	-12	-4	2	-4	-2.0	7
CCn1ncc(C(=O)Nc2ccc(F)cc2)c1C	-3	0.0	3	1	-3	6	2	-1.8	-9
COc1ccc2cc(S(=O)(=O)c3ccccc3)c(=O)oc2c1	3	0.2	-2	3	-9	5	8	0.0	15
COc1ccc(OC)c(NC(=O)c2ccc(S(=O)(=O)N3CCN(C)CC3)cc2)c1	2	-0.1	-2	0	-4	-3	2	-2.7	10
CC(C)(C)c1ccc(S(=O)(=O)N2CCN(CC(=O)N3CC(=O)Nc4ccccc43)CC2)cc1	0	0.4	x	x	6	12	x	1.5	4
O=C(NC1(C(F)(F)F)C(=O)Nc2c1c(=O)[nH]c(=O)n2Cc1ccccc1)c1ccc(Cl)cc1 (stereo not given)	2	0.1	-6	-3	2	8	-4	-3.4	3
O=C(O)c1cccc(-n2cccc2/C=C2/NC(=O)N(c3cccc(Cl)c3)C2=O)c1	4	-0.1	1	-5	0	-1	8	3.9	0
N/C(=N\OC(=O)c1cccc(Cl)c1)c1cccnc1	0	-0.1	-2	1	-3	-12	4	1.2	1
COCCCn1c(SCC(N)=O)nnc1-c1ccccc1	-3	0.2	-2	-2	-7	11	-1	3.8	-9
Cc1cc(C)nc(NC=C2C(=O)OC(C)(C)OC2=O)n1	4	-0.1	1	-3	-2	6	1	0.1	-4
COc1ccc(Cc2nnc(NC(=O)C(C)C)s2)cc1	2	0.0	3	2	-4	-4	-4	1.6	7
COc1ccc(F)c(CN(C)CC2CCCN(CCc3ccc(F)cc3)C2)c1 (stereo not given)	3	-0.1	-3	2	-3	-25	-1	2.0	2
COc1ccc(CNC(=O)C(c2ccco2)N(C(=O)CNS(=O)(=O)c2ccccc2)c2ccccc2C)cc1 (stereo not given)	-6	0.0	4	13	4	0	2	-1.6	-3
Cc1cccc(OCCN2C(=O)c3ccccc3C2=O)c1	5	-0.1	1	4	-3	12	-3	-0.5	4
O=C(NCCCO)/C(=C/c1ccc(-c2cccc([N+](=O)[O-])c2)o1)NC(=O)c1ccccc1	5	0.2	1	-9	-6	-6	-2	-0.1	5
CN(C)CCCNC(=S)N1CCn2c(nc3ccccc32)C1	-1	0.2	-2	-4	-1	-75	0	0.5	-3
CNc1oc(C)nc1S(=O)(=O)c1ccccc1	0	0.0	2	-4	0	6	0	-0.8	0
COc1ccccc1C(=O)COC(=O)Cn1nc(C)c([N+](=O)[O-])c1C	0	0.0	-1	0	-7	1	-1	-2.9	3
CC(C)/C=C(/C(=O)c1ccc(Cl)cc1Cl)n1cncn1	-6	0.0	-12	10	0	9	-2	1.5	-2
CCOc1ccc(NC(=S)N(CCN2CCOCC2)Cc2ccc3c(c2)CCCN3CC)cc1	-1	-0.1	5	2	1	10	-5	-1.8	4
CC(C)C[C@H](NC(=O)c1[nH]cnc1C(=O)Nc1ccc(CNC(=O)OC(C)(C)C)cc1)C(=O)OC(C)(C)C	-24	0.1	10	-4	4	-12	-2	7.5	0
CC1Sc2ccc(S(=O)(=O)N3CCC(C(=O)NCC(C)c4ccccc4)CC3)cc2NC1=O (stereo not given)	2	-0.3	0	7	-1	14	-2	2.2	0
Cc1c(-c2ccccc2)nc(-c2ccccc2)[nH]c1=O	-1	-5.8	-2	0	0	-2	0	2.1	-2
COc1ccc(CCNC(=O)CC2Nc3cc(C)c(C)cc3NC2=O)cc1OC (stereo not given)	3	-0.1	-3	-2	2	10	6	3.5	4
C/C(=N/NC(=O)CN1CCN(S(=O)(=O)c2ccc(Br)cc2)CC1)c1ccco1	-1	-9.9	-3	3	-1	0	2	0.1	-6
